From PubChem BioAssay
HTR1E agonist = 5-HT1E (human) receptor agonism; P28566; activation, % at 6 µM; CHO 5-HT1E Ga15 NFAT-bla reporter, FRET; 0% DMSO wells, 100% control agonist wells; AID 574; hit rate 0.69% among 65,000;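 active = activation above a set limit, the screen-wide mean activation plus 3 SD, cut at about 8.5% in these data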;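 note: 100% = positive control agonist at 1 µM giving full maximal response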
Target sequence (P28566 whole entry, looked up): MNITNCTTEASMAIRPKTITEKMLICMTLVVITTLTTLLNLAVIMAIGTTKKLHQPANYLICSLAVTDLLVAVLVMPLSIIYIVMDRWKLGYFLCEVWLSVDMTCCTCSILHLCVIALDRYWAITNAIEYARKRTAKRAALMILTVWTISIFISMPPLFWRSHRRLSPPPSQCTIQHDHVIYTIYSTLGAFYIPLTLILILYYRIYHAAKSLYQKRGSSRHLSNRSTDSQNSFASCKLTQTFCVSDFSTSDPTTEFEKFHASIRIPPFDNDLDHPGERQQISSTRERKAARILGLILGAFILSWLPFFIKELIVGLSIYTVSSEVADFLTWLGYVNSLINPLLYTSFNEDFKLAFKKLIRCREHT
M1 antagonist = M1 muscarinic receptor (rat) antagonism; CHO-M1 cells, Fluo-4 calcium, ACh EC80 antagonist mode; hits give low values; B-score at 10 µM; hit rate 3.4% among 64,000; AID 628;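 active = calcium fluorescence response, raw or row-and-column corrected B-score, differing from the plate sample mean either way at a set confidence level, mostly lower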
Target sequence (P08482 whole entry, looked up): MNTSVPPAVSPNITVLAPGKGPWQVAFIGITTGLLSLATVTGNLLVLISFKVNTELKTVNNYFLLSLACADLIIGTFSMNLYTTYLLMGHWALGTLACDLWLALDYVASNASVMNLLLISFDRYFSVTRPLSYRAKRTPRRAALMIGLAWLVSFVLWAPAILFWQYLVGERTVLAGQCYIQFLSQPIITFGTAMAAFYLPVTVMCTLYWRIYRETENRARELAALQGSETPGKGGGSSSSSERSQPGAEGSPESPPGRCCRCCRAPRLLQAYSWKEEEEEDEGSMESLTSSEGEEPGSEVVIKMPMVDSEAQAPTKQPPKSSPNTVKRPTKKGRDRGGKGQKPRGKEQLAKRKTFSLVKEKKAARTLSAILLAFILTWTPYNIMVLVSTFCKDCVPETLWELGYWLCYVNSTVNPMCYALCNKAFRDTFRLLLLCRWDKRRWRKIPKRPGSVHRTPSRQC
M1 agonist = agonists of M1 muscarinic receptor; CHO-M1 cells, Fluo-4 calcium fluorescence, agonist mode; hits give high values; B-score at 10 µM; hit rate 3% among 64,000; AID 626;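 active = fluorescence rise, raw or as B-score row- and column-corrected plate score, outside the 99.7% band of its plate's samples, either direction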
S1P1 ag pot = S1P1 (human) agonism or agonism potentiation; P21453; activation, % at 9.5 µM; hit rate 0.57% among 56,000; AID 449; S1P1 CRE-bla cells, forskolin, beta-lactamase FRET, potentiator mode; S1P1 agonist co-added at EC20, 2 nM; 100% = saturating reference agonist, 0% = basal;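 active = activation above a cutoff set at the mean activation of all tested compounds plus 3 SD, cut at about 54% in these data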;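 note: forskolin at 4 µM as EC80 and the EC20 agonist is SEW2871; 100% = SEW2871 at its EC100 plus forskolin at EC80; some compounds past the cut are filed as inactive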
5HT1E antag = blocks the human 5-HT1E serotonin receptor; P28566; CHO 5-HT1E Ga15 NFAT-bla reporter, FRET, antagonist; inhibition, % at 6 µM; hit rate 0.99% among 65,000;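 active = inhibition above a set limit, the mean inhibition across every tested compound plus 3 SD, cut at about 29% in these data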;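 note: signal is the 460 over 535 nm emission ratio of beta-lactamase substrate; 0% = agonist plus DMSO wells and 100% = wells without agonist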
HEK293 NFkB inh = lowers PMA/ionomycin-induced NF-kB signal in HEK293 cells | hit rate 0.21% among 62,000 | AID 465 | HEK-293 NF-kB luciferase reporter, luminescence | inhibition, % at 3 µM;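 active = inhibition above the mean of all tested compounds plus 3 SD, cut at about 40% in these data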;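 note: 0% = stimulated DMSO wells and 100% = 10 µM reference inhibitor 5653914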
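Timing: 1 h pretreatment, 16 h stimulation, 37 °C; system: HEK-293 cells with stable firefly luciferase reporter driven by four HIV NF-kB elements; doses: 3 µM once, 0.30% DMSO; measured by: luciferase luminescence; control set: DMSO and 10 µM reference inhibitor; repeats: single test; reagent: PMA plus ionomycin mix as NF-kB-activating stimulus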
S1P3 agonist = activates the human S1P3 receptor. activation, % at 4.5 µM. AID 373. S1P3 NFAT-BLA reporter cells, agonism, FRET ratio; relative to 1 µM S1P, basal subtracted. hit rate 0.1% among 60,000;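 active = activation above the screen-wide mean plus 3 SD, cut at about 4.5% in these data, passing the limit was not always enough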; note: some compounds called inactive have numbers as strong as hits
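Assay system: stable CHO line with human S1P3, Gα16, NFAT-BLA reporter; Detection: FRET β-lactamase substrate fluorescence, excitation 405 nm, 460/535 nm emission ratio, background-subtracted; Read-out: percent activation versus median 1 µM S1P response, basal-subtracted, per plate; Incubation: cells plated overnight, compound 4 h 37 °C, substrate 2 h RT.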
Her2 expr inh = Her2 kinase expression inhibition. HER2 level % of control, % at 10 µM. P04626. SKBR-3 HER2 protein level, AlphaScreen, 18-24 h; hits give low values. hit rate 0.69% among 65,000;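 active = HER2 level under 5% of the carrier-only control; inconclusive = no clear call, values can overlap the other calls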;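 note: 100% = DMSO carrier and 0% = 500 nM PU-H71 HSP90 inhibitor; lower value means stronger loss of Her2 protein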
Jurkat viability = reduces viability or proliferation of Jurkat cells; Jurkat E6.1 viability, ATP luminescence, 48 h; hit rate 1.2% among 56,000; inhibition, % at 4 µM;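 active = inhibition above the mean inhibition of all tested compounds plus 3 SD, cut at about 28% in these data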
* marks the source's active call; other numbers are inactive results; ? = inconclusive; . = not tested or not shown.

Under each structure – HTR1E agonist	M1 antagonist	M1 agonist	S1P1 ag pot	5HT1E antag	HEK293 NFkB inh	S1P3 agonist	Her2 expr inh	Jurkat viability
O=C(C1CCCO1)N1CCN(S(=O)(=O)c2cccc3nsnc23)CC1 (centres undefined)
→ -0.1	-0.017	-0.26	-4	-6	4	-1.1	96	-2
Cc1cc(C)n(-c2ncnc3c2oc2ccccc23)n1
→ 0.5	1.1	0.49	-26	10	4	-0.1	85	-4
CCOc1ccc(C(C)(C)C)cc1S(=O)(=O)N1CCOCC1
→ -0.3	-1.3	-0.19	6	-1	5	0.2	104	-3
O=C(Cn1cnc2c(nnn2-c2ccc(F)cc2)c1=O)NCC1CCCO1 (centres undefined)
→ 0.0	0.037	-0.019	-24	-5	22	0.5	117	-1
C=CCNC(=O)c1sc(=S)n(-c2ccc(C(=O)OCC)cc2)c1N
→ -2.3	1	-1.5	.	4	0	.	115	.
CC(=O)N1CCn2c3c(c(=O)c4cc(C)ccc42)CCC31 (centres undefined)
→ -0.2	0.23	-0.56	-18	5	11	-2.1	87	0
CC(C)OC(=O)CSc1nnc(Cc2ccccc2)n1C
→ 0.2	0.11	0.56	-1	-4	14	-0.2	84	2
Cc1occc1-c1nnc(SCC(=O)N2CCc3ccccc32)o1
→ -0.9	0.57	0.014	-3	4	12	0.4	96	-9
Cn1c(Cn2c(=O)sc3ccccc32)nnc1SCC(=O)N1CCOCC1
→ 0.0	0.033	-0.0082	-20	-5	7	-0.5	89	2
CCOC(=O)CC(=O)CSc1nc2c(cc1C#N)CCCCCC2
→ -0.2	0.15	0.11	7	3	.	-2.5	66	.
CCOC(=O)c1snc(C(=O)NC2CCCCC2)c1N
→ 1.1	-2.7*	0.24	19	-5	-28	-1.0	97	6
COC(=O)CSc1nc2cc3c(cc2cc1C#N)OCO3
→ -0.1	0.092	-1.4	-11	3	-42	0.0	108	0
Cc1ccccc1NC(=O)C1CC(Cl)=CCC1C(=O)O (centres undefined)
→ -1.3	-0.046	-1.3	2	4	7	-1.2	98	14
Cc1ccc(/C(O)=C2/C(=O)C(=O)N(Cc3ccco3)C2c2cccs2)cc1 (centres undefined)
→ -0.1	0.45	0.85	-1	-4	.	-1.0	83	.
C=C(C)c1cccc(C(C)(C)NC(=O)N2CCOCC2)c1
→ -1.0	0.11	-0.13	.	9	7	-0.7	94	3
Cc1cccn2cc(CNc3ccccc3)nc12
→ 0.2	-0.11	-0.51	-1	0	-11	-0.4	74	-6
O=C(O)CSc1nnc(CNc2ccc(Cl)cc2)n1Cc1ccccc1
→ -0.5	0.94	-0.17	9	2	9	-0.2	111	0
Cc1ccc(S(=O)(=O)Cn2nnnc2C(c2ccccn2)N2CCN(c3ccccc3)CC2)cc1 (centres undefined)
→ -0.3	0.58	0.46	10	-5	14	-0.3	181	-5
CCOC(=O)Cn1cnc2sc3c(c2c1=O)CCC3
→ 0.6	0.44	-0.02	.	-40	1	-1.1	122	7
CC(=O)C(=[N+]=[N-])C(=O)NCc1ccccc1
→ -0.7	-0.026	-0.62	10	14	.	-4.6	57	.
O=C(OC(C(=O)NC1CCCC1)c1ccc(F)cc1)c1ccno1 (centres undefined)
→ 0.0	0.15	0.36	10	1	6	-1.4	122	1
Cc1ccc(S(=O)(=O)NC(=O)COc2ccccc2C(N)=O)cc1
→ -0.3	0.3	0.91	.	4	17	-0.2	114	2
CCN(CC)c1ccc(NC(=O)Nc2cccc(C(C)=O)c2)cc1
→ -0.5	-0.68	1.3	.	6	2	-0.3	94	10
COc1cccc(C2C(C#N)=C(N)OC3=C2C(=O)CCC3)c1OC(=O)c1ccco1 (centres undefined)
→ -0.1	-0.052	0.48	-13	9	6	-0.4	74	-1
Cc1cc(Oc2ccccc2)nc(OCC#N)n1
→ -0.4	0.4	0.097	-5	-2	20	0.0	110	2
O=C1N(Cc2ccccc2)CCCC12CCCN(Cc1ccccc1)C2=O
→ 0.8	0.23	-0.35	-3	0	-2	-1.7	81	1
CCOC(=O)c1c(NC(=O)c2ccco2)sc2c1CCCCC2
→ 0.6	0.7	-0.55	-63	1	10	-1.4	58	3
O=C(NCc1ccc2c(c1)OCO2)c1nn(-c2ccccc2)c(=O)c2ccccc12
→ -0.4	0.029	1	-19	-8	18	-1.1	112	3
O=c1[nH]c(N2CCN(c3ccccc3)CC2)nc2c1CCC2
→ -0.7	.	.	-3	0	13	-0.3	95	4
O=C(CSCc1n[nH]c(=O)[nH]1)NCCOc1cccc(Oc2ccccc2)c1
→ -0.6	1.3	0.71	8	0	19	0.5	110	7
Cc1cc(C)cc(N(CC(=O)NCC2CCCO2)C(=O)CN2C(=O)COc3ccccc32)c1 (centres undefined)
→ -0.3	-0.59	-0.45	-1	13	8	-0.2	78	-12
O=C(O)c1ccc(NS(=O)(=O)/C=C/c2ccccc2)cc1
→ -0.1	0.17	-1.4	-11	1	-7	1.1	98	-5
C=CCn1c(N)c(C(=O)Nc2ccccc2OC)sc1=S
→ -0.6	-0.052	0.45	.	3	7	.	99	.
CCOC(=O)C1CCCCN1C(=O)CCc1c(C)nc2cc(-c3ccccc3)nn2c1C (centres undefined)
→ 2.1	-0.59	0.13	6	-4	29	-2.6	63	2
Cc1cccc(N2CCN(C(=O)Cc3c(C(=O)O)[nH]c4ccc(Cl)cc34)CC2)c1C
→ 60*	1	0.65	-61	-5	11	-0.7	105	6
CSC1=NCCN1C(=O)C(C)Oc1ccccc1 (centres undefined)
→ 1.2	0.093	-1.1	-9	3	18	-0.2	99	-15
O=C(Nc1ccc2c(c1)OCCO2)C1CCN(S(=O)(=O)c2ccc(Br)s2)CC1
→ 0.0	-0.57	0.9	.	7	10	.	103	.
COc1ccc2nc(C)cc(Nc3ccc(N4CCOCC4)cc3)c2c1
→ 1.7	1.2	-0.48	-24	-16	0	0.6	83	1
COc1cccc(Oc2cnc(N)nc2-c2ccc(OC)cc2O)c1
→ 0.3	0.097	-0.042	13	26	43*	-2.0	104	91*
CNC(=O)c1cc2c(ccc3ccccc32)oc1=N
→ 0.2	0.41	1.7	7	-7	.	-4.9	74	.
CCCCNS(=O)(=O)c1cccc(S(=O)(=O)N2CCCC2)c1
→ 0.1	-2.5	-0.52	-3	10	8	-0.8	97	8
Cc1n[nH]c(C)c1S(=O)(=O)N1CCc2ccccc21
→ -0.1	0.075	-0.022	10	7	4	-0.9	61	-3
c1ccc2c(c1)oc1c(N3CCOCC3)ncnc12
→ 0.1	0.6	-1.5	19	5	4	-0.5	100	-5
COc1ccc(NC(=O)COn2nnc3ccc(Cl)cc32)cc1OC
→ 0.5	0.42	-0.41	-16	-6	26	0.1	89	1
CCc1ccc2oc(-c3cc(N=Cc4cccc(OC)c4O)ccc3O)nc2c1
→ -0.7	0.19	-0.041	-2	-4	-11	-1.1	?	-3
O=C(NCCc1ccccc1)C1CCN(c2nc3ccccc3o2)CC1
→ -0.3	-0.61	0.61	23	-2	13	0.9	93	9
CCc1cccc(NC(=O)Cn2cc3c(n2)CCCC3)c1
→ 0.4	0.085	0.11	-2	-8	13	-0.6	101	1
CC1CCN(S(=O)(=O)c2ccc3[nH]c(=O)cc(C(=O)O)c3c2)CC1
→ -0.5	-0.5	0.96	.	-4	8	.	90	.
CCC(=O)N1CC23C=CC(CC2CC12CCCCC2)O3 (centres undefined)
→ 0.3	.	.	-19	10	10	-1.6	69	6
Cn1c(=O)n(C)c2cc(NC(=O)C(F)(F)F)ccc21
→ 1.0	-0.63	0.22	-18	-5	8	-0.8	99	2

(more compounds)
Under each structure – HTR1E agonist	M1 antagonist	M1 agonist	S1P1 ag pot	5HT1E antag	HEK293 NFkB inh	S1P3 agonist	Her2 expr inh	Jurkat viability
O=C1CC(c2ccccc2)C(=O)N1c1cccc(O)c1 (centres undefined)
→ -0.4	-0.012	0.037	0	1	-2	1.3	84	4
CC1CCN(c2ncnc3c2cnn3-c2ccccc2)CC1
→ -0.1	-1.1	-0.22	-20	13	-32	-0.6	74	11
O=C(Nc1nccs1)c1ccc2nccnc2c1
→ 0.0	-0.76	-1	-2	-1	4	-1.4	97	3
O=C1Nc2ccc(NS(=O)(=O)c3cccs3)c3cccc1c23
→ 0.3	-0.76	5.1	-18	-8	28	-1.3	88	5
COc1ccc(CSc2nnnn2C)cc1F
→ -0.5	-0.33	-1.6	-12	8	-24	0.5	87	-6
CCOC(=O)Nc1cc(C(=O)OC)cc(C(=O)OC)c1
→ 0.3	-0.051	0.083	-10	-5	16	-0.3	91	2
O=C(CN1C(=O)COc2ccccc21)NCc1ccc(C(=O)O)cc1
→ 0.4	0.55	1.2	1	1	0	-0.4	139	-7
Cc1c(C(=O)N2CCN(CCc3ccccc3)CC2)oc2ccccc12
→ -0.5	-0.3	-1.4	-5	-5	8	-1.0	111	-3
OCCNc1nc(-c2cccnc2)nc2ccccc12
→ 0.7	0.015	0.79	-39	9	9	-2.3	62	-6
CC1CCCN(Cc2nc3c(c(=O)n(C)c(=O)n3C)n2CCc2ccccc2)C1 (centres undefined)
→ 0.8	0.5	2.3*	18	8	6	-1.8	102	7
COc1cccc(NC(=O)NC2(C(F)(F)F)Oc3ccccc3O2)c1
→ 0.1	-0.3	-1.7	.	0	16	.	115	.
COc1cc(NC(=O)c2cc(C(C)C)on2)cc(OC)c1OC
→ -0.3	0.13	0.51	3	0	6	-0.4	93	2
C=C(Br)CN1CCN(CC(=C)Br)CC1
→ 0.4	-0.048	-0.0097	-16	2	.	-2.1	74	.
CN1CCN(C(=O)Cn2c(=O)oc3cc(S(=O)(=O)NCc4ccccc4)ccc32)CC1
→ 0.7	0.026	0.014	-8	-1	16	-0.9	77	-7
CCOC(=O)Cc1csc(NC(=O)C2C3C=CC(C3)C2C(=O)O)n1 (centres undefined)
→ 0.5	-0.45	-0.59	.	-4	18	-1.0	90	1
COc1ccc2c(c1)c(=O)oc1cc(OCC(=O)N3CCCC(C)C3)ccc12 (centres undefined)
→ 0.0	-2	0.58	30	22	3	-0.5	66	-2
CCOC(=O)c1c(C)[nH]c(C)c1-c1ccccc1OC
→ -0.3	0.4	0.35	4	4	5	-0.4	94	-10
CCOC12NC(=O)CC(=O)N1C(c1ccccc1)=CS2 (centres undefined)
→ 0.4	0.00024	-1.1	-8	5	11	-0.2	124	2
CN1C(=O)c2ccccc2C(C(=O)NCCCN2CCCC2=O)C1c1c[nH]c2ccccc12 (centres undefined)
→ 4.2	-0.7	-0.12	.	-13	5	.	102	.
COc1ccccc1-c1cc(C(F)(F)F)nc(S(=O)(=O)CCCC(=O)Nc2cc(C)on2)n1
→ 0.4	0.99	-0.5	12	46*	25	-0.5	-16*	0
CC(=O)/C=C(\C)Nc1ccc(-c2cnc(-c3ccccc3)o2)cc1
→ 0.4	0.56	-1.4	26	15	-44	-1.1	71	10
